mlh1 rad18: NCI yeast anticancer drug screen, S. cerevisiae mlh1 rad18 strain; 11% of 79,000 active; % growth inhibition at 50 µM;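 also: 0% = growth of vehicle-only cultures of the same strain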
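Steps: expose repair-defective yeast to compound; measure growth; express inhibition against vehicle-treated controls.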
yeast rad50: NCI yeast anticancer drug screen, S. cerevisiae rad50 strain | % growth inhibition at 50 µM | 10% of 79,000 active | AID 155;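 also: 0% = growth of vehicle-only cultures of the same strain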
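Compounds were tested on a yeast strain with an engineered DNA damage repair alteration; the reported value is growth inhibition normalised to vehicle treatment.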
yeast sgs1 mgt1: NCI yeast anticancer drug screen, S. cerevisiae sgs1 mgt1 strain | % growth inhibition at 50 µM | 10% of 78,000 active;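 also: 0% = growth of vehicle-only cultures of the same strain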
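Percent growth inhibition was derived by comparing compound-exposed mutant yeast with vehicle-exposed cultures. The strain carries alterations in DNA damage repair.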
yeast cln2 rad14: NCI yeast anticancer drug screen, S. cerevisiae cln2 rad14 strain | % growth inhibition at 50 µM | 8.3% of 78,000 active | AID 165;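 also: 0% = growth of vehicle-only cultures of the same strain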
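Yeast strain cln2 rad14, bearing defects in cell cycle control and DNA repair, serves as the test system; values reflect growth inhibition compared with vehicle.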
bub3: NCI yeast anticancer drug screen, S. cerevisiae bub3 mutant strain | 9.9% of 78,000 active | growth inhibition, % at 50 µM | AID 167;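 also: 0% = growth of vehicle-only cultures of the same strain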
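Whole-cell yeast assay. The mutant strain was incubated with compounds, and growth inhibition was determined by comparison with vehicle-treated cells.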
mec2-1: NCI yeast anticancer drug screen, S. cerevisiae mec2-1 strain | growth inhibition, % at 50 µM | 9% of 79,000 active | AID 157;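 also: 0% = growth of vehicle-only cultures of the same strain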
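Test agents were screened against the mec2-1 yeast strain, with defined DNA repair or cell cycle alteration. Growth was scored as inhibition against vehicle-only controls.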
* hit, by the source's call; . = not tested or not shown; & = joins results of further samples; ! = a repeat was not active. Rule as the data show it: active = growth inhibition above about 70%; inactive = the rest.

Start of the data: the first 3 compounds, ahead of the listing:
SMILES | mlh1 rad18 | yeast rad50 | yeast sgs1 mgt1 | yeast cln2 rad14 | bub3 | mec2-1
CC(NNC(=S)N1CCCC1)c1ccccn1 (configuration not stated) | 98.8* | 98.8* | 98.9* | 99.0* | 99.2* | 98.7*
CN(C(=O)/C=C/c1ccccc1)c1ccccc1 | 32.4 | 45.6 | 49.5 | 27.1 | 43.3 | 13.4
COc1cc(-c2cc(-c3cc([N+](=O)[O-])c(/C=N/NC(=O)c4ccncc4)o3)ccc2OC)ccc1C | 8.3 | 17.5 | -8.1 | 26.9 | 11.2 | 8.2

The listing, repeating the preview:
SMILES | mlh1 rad18 | yeast rad50 | yeast sgs1 mgt1 | yeast cln2 rad14 | bub3 | mec2-1
CC(NNC(=S)N1CCCC1)c1ccccn1 (configuration not stated) | 98.8* | 98.8* | 98.9* | 99.0* | 99.2* | 98.7*
CN(C(=O)/C=C/c1ccccc1)c1ccccc1 | 32.4 | 45.6 | 49.5 | 27.1 | 43.3 | 13.4
COc1cc(-c2cc(-c3cc([N+](=O)[O-])c(/C=N/NC(=O)c4ccncc4)o3)ccc2OC)ccc1C | 8.3 | 17.5 | -8.1 | 26.9 | 11.2 | 8.2
C1=C(CC2=C[P+](c3ccccc3)(c3ccccc3)C=C(c3ccccc3)O2)OC(c2ccccc2)=C[P+]1(c1ccccc1)c1ccccc1 | 90.8* | 87.4* | 86.2* | 85.4* | 90.5* | 88.0*
Cc1ccc(OCC(=O)O)cc1C | -11.2 | -5.8 | -14.7 | 0.2 | -11.8 | -24.2
Nc1ccccc1CCCC(=O)O | -36.0 | -22.1 | -22.9 | -2.8 | -61.1 | -23.6
ClC1=C(Cl)C2(Cl)CC1(Cl)C1CCCCC12 (configuration not stated) | -10.6 | 18.9 | 21.4 | -17.4 | 16.6 | -10.4
CCc1ncnc2cc(OCC3CO3)c(OC)cc12 (configuration not stated) | 81.2* | 84.3* | 82.7* | 79.1* | 17.9 | 89.4*
COCc1cc(C)[nH]c(=O)c1C#N | 1.3 | 10.1 | 5.0 | 10.0 | -26.5 | -9.4
O=C1CCCCCN1 | 18.1 | 18.5 | -9.9 | -11.3 | -5.1 | 1.6
CCCC1CCC(=C2C(=O)CCC2=O)O1 (configuration not stated) | 90.8*! | 90.7*! | 92.7*! | 91.2*! | 91.0*! | 92.2*!
CCCCC(/C=C(\C(C)=O)C(=O)OCC)CC (configuration not stated) | -40.6 | -6.0 | -28.1 | -10.5 | -37.0 | -39.1
Cc1cccc(CC23CC4CC(CC(C4)C2)C3)c1 | -21.2 | -31.3 | . | . | . | -38.3
Cc1cccc2c(C=O)c[nH]c12 | 14.2 | 8.9 | -13.4 | -9.6 | 5.0 | -3.1
Clc1nc(NCCc2ccccc2)c2ncn(-c3ccccc3)c2n1 | 42.8 | 52.9 | 34.1 | 12.9 | 68.2 | 47.2
Cc1cccc(C(=O)C(O)c2cccc(C)n2)n1 (configuration not stated) | 4.4 | 7.8 | -1.6 | 8.2 | -20.3 | -18.4
O=C(NN1C(=O)CS(=O)(=O)C1c1ccc(Cl)cc1Cl)c1ccncc1 (configuration not stated) | 16.3 | 5.3 | -11.3 | -0.2 | -5.8 | -3.0
O=C(Nc1cc(Cl)ccc1Cl)c1ccccc1Cl | 20.5 | 2.9 | 14.8 | 8.8 | 19.9 | -6.7
COc1ccc(CCCN2c3ccccc3Sc3ccccc32)cc1 | -5.7 | -6.1 | -21.2 | -23.9 | -19.9 | -3.4
CC1CSc2nc3[nH]c(=S)[nH]c3c(=O)n2C1 (configuration not stated) | -39.9 | -33.0 | -37.8 | -8.9 | -35.5 | -35.0
COc1cc(C2c3cc4c(cc3OC(N3CCOCC3)C2C)OCO4)ccc1O (configuration not stated) | 33.1 | 6.8 | 11.6 | 4.8 | 21.4 | -0.2
CC1=CCC(C(C)(C)OC(=O)Nc2ccccc2)CC1 (configuration not stated) | -4.2 | -6.2 | -3.2 | -23.4 | -11.9 | 1.1
COc1ccc(N=Nc2sc(N)nc2C)c(OC)c1 | 22.9 | 10.9 | 20.1 | 11.3 | 69.0 | 7.1
CC1(C)CC(=O)C2OC21 (configuration not stated) | -20.4 | -20.3 | -1.4 | -19.4 | -7.2 | -6.2
O=C1NC(=O)[C@H]2C[C@H]3C(=O)NC(=O)[C@H]3[C@@H]12 | 7.2 | -0.7 | -6.9 | -11.3 | 3.8 | 2.8

Three of these compounds, set out differently.
Every second line gives: mlh1 rad18	yeast rad50	yeast sgs1 mgt1	yeast cln2 rad14	bub3	mec2-1
> Nc1ccccc1CCCC(=O)O
 : -36.0	-22.1	-22.9	-2.8	-61.1	-23.6
> ClC1=C(Cl)C2(Cl)CC1(Cl)C1CCCCC12 (configuration not stated)
 : -10.6	18.9	21.4	-17.4	16.6	-10.4
> CCc1ncnc2cc(OCC3CO3)c(OC)cc12 (configuration not stated)
 : 81.2*	84.3*	82.7*	79.1*	17.9	89.4*

Going on with the list:
SMILES | mlh1 rad18 | yeast rad50 | yeast sgs1 mgt1 | yeast cln2 rad14 | bub3 | mec2-1
CC12CC(O)C3C(CCC4CC(O)CCC43C)C1CCC2C(=O)CO (configuration not stated) | 10.4 | 13.6 | 7.3 | 13.2 | 12.1 | 14.2
CC(C(C#N)C(N)=O)C(C#N)C(N)=O (configuration not stated) | 14.7 | 10.2 | 5.5 | -4.4 | -23.9 | 12.4
CCOC(=O)C1=C(O)C[C@]2(O)C3CC=C(C)[C@@H]4CCO[C@](OC)(C[C@H]2C1)[C@]34C(=O)OC (some centres not stated) | 13.1 | 1.0 | 8.3 | 1.0 | -1.1 | 12.8
Cc1cccc(NC(C(=O)O)c2ccccc2)c1 (configuration not stated) | 5.5 | -13.8 | -12.8 | -65.2 | 26.1 | 8.8
COC(=O)CCC(=O)Nc1cc(Cl)c(Cl)cc1Cl | -7.4 | -14.1 | 6.5 | 1.1 | 9.3 | 8.2
CC1=NN(C(=O)c2ccccc2O)C(=O)/C1=C/c1cccc(O)c1 | -18.4 | -6.6 | 12.6 | -16.4 | -6.6 | -14.1
CC(=O)C1C[C@]2(O)[C@@]3(C)CO[C@]2(C)CC1(O)C3 (some centres not stated) | 12.9 | 3.5 | 17.9 | 7.2 | 20.2 | 11.4
CCCCC1=C(C)CCC1=O | 4.8 | 17.9 | 8.7 | 6.5 | 2.9 | 8.9
COc1ccc(OC)c(C(=O)C=C(C(F)(F)F)C(F)(F)F)c1 | 58.9 | -7.7 | -3.8 | -41.6 | -9.3 | -0.9
O=C(Cc1ccc2cc3c(cc2c1)OCO3)NCCc1ccc2c(c1)OCO2 | 8.8 | 30.4 | 25.8 | -11.2 | -1.2 | -8.4
O=C1OC(c2ccc(Cl)cc2)=C/C1=C/c1ccccc1O | 5.0 | -15.8 | -1.1 | -47.7 | -0.7 | 4.8
O=c1c2cc(O)ccc2n2nnc3ccc(NCCNCCO)c1c32 | 3.1&-4.7 | -10.8&-18.4 | -8.7&-35.1 | 16.9&18.1 | 1.0&8.3 | -12.1&-16.3
CCCSc1ccc([N+](=O)[O-])cc1[N+](=O)[O-] | 32.8 | 31.8 | 25.2 | 1.0 | -5.3 | -5.6
O=C1/C(=C/c2ccc(O)c(O)c2)Cc2ccccc21 | 5.0 | 2.6 | -0.9 | -51.2 | -8.7 | -5.3
N=C(N)C1CC1 | -13.2 | -6.8 | -8.9 | 12.8 | 2.4 | -9.5
CCCCCCCCCCCCCCCCOCC(COP(=O)(O)OCC1OC(n2cc(CC)c(=O)[nH]c2=O)CC1O)OC(=O)CCCCCCCCCCCCCCC (configuration not stated) | -65.0 | -0.5 | 5.2 | 3.1 | -15.1 | -5.5
CC(C)C12CCC3(C)CC1C1(C)OC1CC32 (configuration not stated) (tested in a mixture with another compound) | 5.4 | 2.9 | 9.2 | 16.4 | 5.2 | 13.8
C=C(CN(C)C)C(=O)c1ccc(OC)cc1 | 27.2 | 7.8 | -3.8 | 17.5 | 2.0 | 19.0
NC(=O)NNC(=O)c1nc[nH]c1[N+](=O)[O-] | -13.3 | -24.2 | 11.6 | -15.9 | -18.2 | -3.3
CC1(C)N(OC2CCCCO2)C(c2ccccc2)C(c2ccccc2)=[N+]1[O-] (configuration not stated) | -6.5 | 34.0 | -13.7 | 7.4 | -23.0 | 3.0
COC(=O)c1cc(-c2ccccc2)nc2c(Cl)cc(Cl)cc12 | -14.4 | -4.4 | -5.5 | -28.6 | 11.7 | -12.1
COC(=O)c1ccc(NCc2cc(O)c3ccccc3c2O)cc1 | -7.0 | 14.4 | 53.4 | 29.9 | 51.2 | 23.1
Cc1cnc2[nH]c(-c3ccccc3)cc(=O)c2c1 | -48.5 | -6.7 | -0.9 | -23.2 | -8.2 | -12.6
O=C(O)c1ccc(P(=O)(O)c2ccc(C(=O)O)cc2Br)c(Br)c1 | 6.4 | -1.1 | 1.6 | 6.0 | -2.4 | -1.4
COc1ccc(CC#N)cc1OC | -5.2 | 6.5 | -5.6 | -54.8 | -31.4 | -8.3

Later entries
SMILES | mlh1 rad18 | yeast rad50 | yeast sgs1 mgt1 | yeast cln2 rad14 | bub3 | mec2-1
O=C(O)CCNC(Cc1ccc(O)cc1)C(=O)O (configuration not stated) | 16.4 | -10.2 | -30.0 | 19.9 | -6.0 | -33.3
CC(C)CC(N)=O | 13.1 | 13.0 | 6.4 | 1.4 | -0.5 | -8.5
S=C(SCc1cc(Cl)cc2c1OCOC2)N1CCSCC1 | -5.2 | -13.3 | 8.5 | -2.5 | 5.3 | -24.0
Cc1c(Cl)cccc1N1C(=O)CC(Sc2ccccc2N)C1=O (configuration not stated) | 3.0 | 1.1 | . | . | . | -13.9
COc1cc(N=Nc2cccc(S(=O)(=O)O)c2)ccc1NC(=O)c1ccc(C(=O)Nc2ccc(N=Nc3cccc(S(=O)(=O)O)c3)cc2OC)cc1 | 21.2 | 3.4 | 23.0 | -8.2 | -13.8 | 17.4
Nc1nnnn1NC(=O)c1ccccc1 | -11.3 | -2.1 | -5.3 | -11.5 | -6.0 | -6.8
O=C(c1ccccc1)N1C(=S)N(c2ccccn2)C(=Nc2ccccc2)C1=Nc1ccccc1 | -6.2 | 2.9 | -16.8 | -27.2 | 6.5 | -17.0
O=C(Nc1cc(Cl)cc(Cl)c1)N1CCOCC1 | -2.0 | 11.5 | 13.2 | 9.0 | 5.8 | -27.8
COC(=O)Cc1c(-c2[nH]c3ccccc3c2CC(=O)OC)[nH]c2ccccc12 | -20.8 | 13.9 | 6.0 | -17.4 | 3.9 | 7.5
NC(Cc1cnc[nH]1)C(=O)NCC(=O)O (configuration not stated) | -8.9 | -11.4 | -11.8 | -10.2 | 4.3 | -6.2
C/C(=C1/N=C(c2cc([N+](=O)[O-])ccc2Cl)N(c2ccc(Br)cc2)C1=O)c1ccc(N(CCC#N)CCC#N)cc1C | 5.9 | 14.8 | 19.9 | 13.3 | 6.2 | 15.1
C(=C\C(SCc1ccccc1)SCc1ccccc1)/c1ccccc1 | -35.6 | -43.0 | -27.8 | 3.5 | -7.2 | -60.0
COc1cc(N2C(=O)C(=O)C3(CCCCC3)C2=O)cc(OC)c1OC | 3.5 | -7.0 | -27.8 | 10.9 | 15.7 | -11.7
Cc1ccc(C)c(N=C2NC(=O)C(CC(=O)Nc3ccc(Cl)cc3Cl)S2)c1 (configuration not stated) | -32.6 | -7.5 | -9.7 | 24.7 | -10.9 | 2.8
COC(=O)/C(=N\NC(=O)c1ccccc1O)C(C#N)c1ccc(Cl)cc1 (configuration not stated) | 70.6* | 62.1 | 68.0 | 43.4 | 71.8* | 54.8
COC(=O)C1=C(C(=O)OC)P2(C)(C)OC(c3ccccc3)CN2C1(c1ccccc1)c1ccccc1 (configuration not stated) | 40.9 | 18.0 | -2.4 | -80.0 | 0.3 | 9.2
O=C1OC(c2cccc(Cl)c2)=N/C1=C\c1ccc(Cl)cc1 | 0.6 | 20.4 | 16.6 | 11.2 | 7.5 | 16.6
Nc1nc2nn(-c3ccc(S(N)(=O)=O)cc3)nc2c(=O)[nH]1 | -10.7 | -1.6 | -2.2 | -40.3 | 0.9 | -2.1
O=C1C(N2CCOCC2)=C(Cl)C(=O)c2ncccc21 | 89.3* | 83.8* | 89.8* | 89.0* | 89.7* | 83.8*
CCNC(=S)Nc1ccc(OCC)cc1 | 16.4 | 14.2 | 31.4 | -18.1 | 33.9 | 24.3
COP(=O)(Cc1ccccc1)Cc1ccccc1 | 6.9 | 4.0 | 22.1 | 25.2 | -1.0 | -6.0

Compound activity as filed in PubChem BioAssay.
